SDO1 yeast rescue – growth rescue of sdo1-depleted yeast, primary screen, S. cerevisiae, bone marrow failure model; S. cerevisiae sdo1-depleted JHY4D growth rescue, OD600 30 h; active compounds read high; pdr5 snq2 efflux-pump mutant strain; AID 817, 2007; 0.21% of 140,000 active; z-score at 10 µM;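 active = z-score above 3 at both the 24 hr and the 30 hr optical density reads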;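 note: z-score against mean and SD of all compound wells on the same plate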
INS promoter inh – inhibitors of insulin promoter-driven GFP, primary screen, imaging, TRM-6 cells (human fetal islet line), eGFP reporter, cell count. reporter expression induced with tamoxifen. inhibition, % at 2 µM. 0.9% of 130,000 active;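 active = inhibition above the mean plus 3 SD, with well images judged a real hit on visual review, cut at about 60% in these data, passing the limit was not always enough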
SDO1 yeast rescue Rescue 24 h – also measured in SDO1 yeast rescue; calls as there; z-score; S. cerevisiae sdo1-depleted JHY4D growth rescue, OD600; measured here: growth rescue at 24 h;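 0 is the plate mean of compound wells and units are plate SD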
* hit, by the source's call; . = not tested or not shown. A portion of the library; the hit share may differ from the screen's.

SMILES | SDO1 yeast rescue | SDO1 yeast rescue Rescue 24 h | INS promoter inh
CCCCN(CCCC)Cc1ccc(C(=O)NNC(=O)Nc2ccc(F)cc2)o1 | . | . | 0.0
Clc1ccc2c(c1)[C@H]1OCC[C@H]1[C@@H](c1ccco1)N2 | -0.74 | -0.4 | .
COc1cc(-c2cc(C(=O)O)c3cc4c(cc3n2)OCCO4)cc(OC)c1OC | 0.02 | -0.22 | 9.7
O=C(Nc1cccc(C(F)(F)F)c1)C1C2CC3OC(=O)C1C3C2 (stereo not drawn) | -0.16 | -0.56 | 31.8
FC(F)(F)c1cccc(N2CCN(CC3CC4C=CC3C4)CC2)c1 (stereo not drawn) | 0.67 | 0.47 | 7.7
CC(=O)N(Cc1cc2cc(C)c(C)cc2n2nnnc12)CC1COCCO1 (stereo not drawn) | 1.55 | 1.34 | .
COc1ccccc1NC(=O)CSc1nnc(C)o1 | 0.02 | -1.79 | .
Oc1ccc2c(c1)oc1cc(O)ccc12 | -0.39 | -0.66 | .
Cc1cc(C)c(C(=O)OCCNC(=O)c2cccnc2)cc1C | 1.74 | 0.37 | 47.6
CN(C)c1ccc(NC(=O)CSCc2nc3c(nnn3Cc3ccc(F)cc3)c(=O)[nH]2)cc1 | 0.28 | -0.38 | -33.3
COc1ccc(N(C)S(=O)(=O)c2cccc(C(=O)NC3CCCC3)c2)cc1 | . | . | -35.0
CCOC(=O)/C(=N\Nc1ccccc1Cl)N1CCN(C)CC1 | 0.26 | -0.2 | .
Cc1cc(C(=O)OCC(=O)N2CC(=O)Nc3ccccc32)no1 | 1.9 | 2.35 | 21.2
NC(=O)C1CC(=O)N(c2ccc(OCC(=O)Nc3cccc(C(F)(F)F)c3)cc2)C1 (stereo not drawn) | 1 | 0.78 | 62.1
CCOc1ccc(NC(=O)c2cn(-c3ccc(OCC)cc3)c(=O)c3cc(OC)c(OC)cc23)cc1 | 0.94 | 1.57 | -2.7
O=C(CSc1nnc(Nc2ccccc2)s1)Nc1ccc(S(=O)(=O)N2CCOCC2)cc1 | 0.38 | 0.22 | 14.3
Cc1cc(=O)oc2cc(OCC(=O)N3c4ccccc4CC3C)ccc12 (stereo not drawn) | 0.43 | 0.84 | 6.5
Cc1ccc(CN2C(=O)CCSc3ccc(Cl)cc32)cc1 | -1.19 | -0.93 | -7.4
CCOC(=O)c1ccc(N2C(=O)c3n[nH]c(C)c3C2c2ccc(OC)c(OC)c2)cc1 (stereo not drawn) | -0.53 | -1.15 | 8.3
CC(=O)CCc1c(C)nc2ccc(C(=O)O)cc2c1Cl | 0.87 | -0.42 | 17.5
O=C(Cc1ccc(Cl)cc1)Nc1ccc(SC(F)F)cc1 | -2.22 | -1.98 | 20.0
CCC12CN3CC(CC)(CN(C1)C3c1ccc(OC(C)C)cc1)C2=O (stereo not drawn) | -0.36 | -0.69 | -4.8
CC(=O)c1ccc(N2CCN(C(=S)Nc3ccccc3)CC2)cc1 | 0.78 | 1.53 | 58.3
O=C(N/N=C\c1ccccc1)c1ccccc1-n1cccc1 | . | . | 13.3
COc1cc(C2N(c3ccc(Cl)cc3)C(=O)C3CCCN32)cc(OC)c1OC (stereo not drawn) | 0.39 | -0.08 | .
O=C(C1CCCO1)N1CCN(c2c3c(nc4cc(-c5ccc(F)cc5)nn24)CCC3)CC1 (stereo not drawn) | -1.43 | -1.69 | .
COc1ccccc1N1CCN(C(=O)c2cc(C3CC3)on2)CC1 | 0.64 | 0.3 | .
O=C(N/N=C/c1ccco1)c1ccc(NC(=O)C2CC2)cc1 | . | . | 38.9
CCC(=O)N1c2ccccc2NC2=C(C(=O)CCC2)C1c1ccccc1 (stereo not drawn) | 0.07 | 0.31 | -6.7
COc1ccc(-n2cnc3cc(NCc4cccs4)ccc32)cc1 | -1.76 | -1.01 | .
COc1cccc(-c2nnc(SCC(N)=O)n2-c2ccc(Cl)cc2)c1 | 0.17 | -0.74 | 0.0
Cc1n[nH]c(C)c1S(=O)(=O)N(CC(=O)N1CCc2ccccc21)c1ccc(C(C)C)cc1 | -2.24 | -1.66 | .
CCOC(=O)/C(C#N)=C\c1ccc(N2CCN(C/C=C/c3ccccc3)CC2)cc1 | 0.24 | -0.17 | .
CCN1C(=O)c2ccc(C(=O)NCc3ccc4c(c3)OCO4)cc2C1=O | 0.85 | 0.73 | 31.2
CC(C)(C)NC(=O)NC(=O)CN1CCCCC1 | . | . | -5.0
COc1ccc(C2(O)CCN(C(=O)c3ccc4c(c3)OCO4)CC2)cc1 | 0.19 | -0.12 | .
O=c1nc(NCc2ccco2)sc2ncccc12 | 0.68 | 0.48 | -248.2
Nc1nnc(SCC(=O)Nc2ccccc2N2CCOCC2)s1 | 0.32 | -0.14 | -19.1
C/C(=N\O)C1(C)N(O)C(C)(C)C(c2ccco2)=[N+]1[O-] (stereo not drawn) | 1.97 | 2.98 | .
CCOC(=O)C1=C(N)OC2=C(C(=O)CC(C)(C)C2)C1c1ccco1 (stereo not drawn) | -0.12 | -0.72 | -72.4

Compound profiles, from the list above. Screens in order: SDO1 yeast rescue, SDO1 yeast rescue Rescue 24 h, INS promoter inh
Results for COc1cc(C2N(c3ccc(Cl)cc3)C(=O)C3CCCN32)cc(OC)c1OC (stereo not drawn) → 0.39, -0.08, .
Results for O=C(N/N=C/c1ccco1)c1ccc(NC(=O)C2CC2)cc1 → ., ., 38.9
Results for O=c1nc(NCc2ccco2)sc2ncccc12 → 0.68, 0.48, -248.2

An excerpt from above in order of SMILES length, rising:
SMILES | SDO1 yeast rescue | SDO1 yeast rescue Rescue 24 h | INS promoter inh
CC(=O)CCc1c(C)nc2ccc(C(=O)O)cc2c1Cl | 0.87 | -0.42 | 17.5
CCOC(=O)/C(=N\Nc1ccccc1Cl)N1CCN(C)CC1 | 0.26 | -0.2 | .
FC(F)(F)c1cccc(N2CCN(CC3CC4C=CC3C4)CC2)c1 (stereo not drawn) | 0.67 | 0.47 | 7.7
CC(=O)N(Cc1cc2cc(C)c(C)cc2n2nnnc12)CC1COCCO1 (stereo not drawn) | 1.55 | 1.34 | .
CCN1C(=O)c2ccc(C(=O)NCc3ccc4c(c3)OCO4)cc2C1=O | 0.85 | 0.73 | 31.2
O=C(CSc1nnc(Nc2ccccc2)s1)Nc1ccc(S(=O)(=O)N2CCOCC2)cc1 | 0.38 | 0.22 | 14.3

Other records.
SMILES | SDO1 yeast rescue | SDO1 yeast rescue Rescue 24 h | INS promoter inh
Cn1nnc2cc(C(=O)Nc3cccnc3)ccc21 | 1.57 | 1.68 | -25.0
O=C(COc1cccnc1[N+](=O)[O-])N1CCc2ccccc21 | . | . | 9.1
COc1cc2c(cc1OC)C(C1C(=O)CC(C)CC1=O)N(C(=O)CCl)CC2 (stereo not drawn) | 1.22 | 1.17 | .
CCN(CC)C(=O)C1CC(=O)N(c2ccc(OC)cc2)C1c1ccc(OC)cc1 (stereo not drawn) | -0.17 | -0.35 | -21.1
Cc1c(NC(=O)c2cccc(NC(=O)c3ccco3)c2)cccc1C(=O)O | 0.49 | -0.19 | 56.2
O=S(=O)([N-]c1nc2ccccc2nc1-[n+]1ccc(-c2ccncc2)cc1)c1ccccc1 | . | . | 8.3
Cc1ccc(S(=O)(=O)CC(=O)Nc2ccc(S(=O)(=O)Nc3onc(C)c3C)cc2)cc1 | 0.65 | 0.77 | -7.9
CCN(N)C(=S)Nc1ccc(F)cc1 | . | . | -145.4
CCOCC(=O)Nc1c(C(=O)Nc2ccc3c(c2)OCCO3)oc2ccccc12 | . | . | -50.0
CC1CC1C(=O)Nc1nc(-c2ccccc2)cs1 (stereo not drawn) | -1.47 | -1.8 | -5.7
COc1ccc(S(=O)(=O)N2CCCC2C(=O)Nc2nc3c(s2)CCCC3)cc1 (stereo not drawn) | -1.01 | 0.28 | -90.3
Cc1cccc(Oc2ncnc3onc(C)c23)c1C | -0.68 | 0.42 | -5.4
CNc1nc(SCc2ccccc2Cl)nc2c1CCCC2 | -2.35 | -1.94 | .
COc1ccc(CCC(=O)NCc2cnn(C)c2)cc1 | 0.05 | -0.78 | -34.5
Cc1ccc(-c2cc(C(=O)N/N=C/c3c(C)nn(C)c3C)c3ccccc3n2)cc1C | -0.03 | 1.05 | -5.4
CNC(=S)N1CCC(n2cnc3ccccc32)CC1 | . | . | 40.0
CCc1cccc(OCCOCCN2CCCC2)c1 | 1.2 | 0.71 | -228.6
Cc1cccc(N=Nc2c(C)nn(-c3ccccc3)c2N)c1C | -0.5 | -0.72 | 27.3
Cn1c(NC(=O)c2ccc(Cl)cc2)cc(=O)n(C)c1=O | . | . | -9.1
CCc1ccc(-n2nnnc2SCC(=O)NNC(=O)c2ccco2)cc1 | -0.24 | -1.08 | -16.7
COc1ccccc1N(CC(=O)Nc1ccc2c(c1)OCO2)S(=O)(=O)c1ccccc1 | -0.6 | -0.6 | 36.4
CCOc1cc(N2CCOCC2)c(OCC)cc1NC(=O)CN1CCC(Cc2ccccc2)CC1 | -0.07 | 0.47 | -20.0
O=C(COc1ccc(S(=O)(=O)NC2CCCCC2)cc1)NC1CCCCC1 | -0.54 | -1.19 | -338.5
CC(Nc1ccc(Br)cn1)c1cc(Cl)ccc1O (stereo not drawn) | -2.31 | -2.16 | 28.6
CCOC(=O)c1cnc2ccc(OCC)cc2c1NCc1ccccc1 | -1.51 | -0.65 | -69.0
CCCOc1ccc2c3c(c(=O)oc2c1OCCC)CCCC3 | -0.4 | 0.27 | 0.0
CCN1CCN(c2ncc3c(n2)CC(c2ccc(OC)c(OC)c2)CC3=O)CC1 (stereo not drawn) | 1.09 | -0.01 | .
CCOc1ccc(N(CC)C(=O)COc2cc(=O)n(C)c3ccccc23)cc1 | -0.68 | -0.34 | .
Cc1ccc(NC(=O)CSc2nc3c(c(=O)[nH]2)CN(Cc2ccc(F)cc2)CC3)cc1C | 0.31 | -0.38 | .
CCCN1CNC(=S)N(c2ccc(C(=O)OCC)cc2)C1 | 1.37 | 1.77 | 27.0
CC(C)(C)c1ccc(S(=O)(=O)NCC(=O)Nc2ccc(-c3nc4ccccc4s3)cc2)cc1 | 0.51 | 2.05 | 16.7
COc1ccc(-c2nn(-c3ccccc3)cc2C(=O)Nc2nccs2)cc1 | -2.54 | -1.48 | .
Cc1c(Cl)cnn1CC(=O)NC1C(=O)N2C(C(=O)O)=C(CSc3nnnn3C)CSC12 (stereo not drawn) | . | . | -21.4
CCOC(=O)c1c(C)[nH]c(C)c1C(=O)COC(=O)c1ccc(O)cc1 | . | . | 11.1
CNc1cnn(-c2ccccc2)c(=O)c1Cl | 0.86 | 0.44 | .
Cc1nc(Nc2ccccc2)[nH]c(=O)c1CCC(C)C | -0.39 | -0.21 | -223.8
CCOc1ccccc1C(=O)NC(CO)C(=O)O (stereo not drawn) | 0.25 | -0.34 | 6.2
O=C(NC1CCS(=O)(=O)C1)c1ccc(S(=O)(=O)NCC2CCCO2)cc1 (stereo not drawn) | -0.09 | -0.65 | 45.0
CS(=O)(=O)Nc1cccc(C2=NN(C(=O)c3ccccc3Cl)C(c3ccccc3O)C2)c1 (stereo not drawn) | 1.08 | 0.22 | 37.5
COc1ccc(CNC(=S)Nc2ccc(F)c(Cl)c2)cc1OC | . | . | 10.5
CCCCn1cc(C(=O)c2cc(Br)ccc2O)cc(C#N)c1=O | -0.19 | -0.22 | 11.1
O=C(Nc1ccc(NC(=O)c2ccco2)cc1)c1cnccn1 | 1.5 | 1.11 | -64.3
O=C(c1cn(-c2ccccc2)nc1-c1cccc([N+](=O)[O-])c1)N1CCCCC1 | . | . | -120.0
FC(F)(F)c1cccc(NC(=S)NC2CCCC2)c1 | 1.1 | 0.74 | -29.7
Cc1nc2ccccc2n1CC(=O)NCCN1CCOCC1 | 1.33 | 1.36 | 16.7
CC(=O)Nc1cccc(C(=O)Oc2cccc(C)c2)c1O | -1.59 | -0.93 | 34.4
CCCCn1c(SCc2nnc(-c3ccccc3)o2)nc2c1c(=O)n(C)c(=O)n2C | 0.22 | 0.1 | .
CC(C)c1nc2sc3c(NCc4ccco4)ncnc3c2c2c1COC(C)(C)C2 | -1.13 | -0.28 | .
O=C(NNc1ncnc2c1cnn2-c1ccccc1)c1cccs1 | . | . | -8.3
CCN(CC)S(=O)(=O)c1ccc(N2CCCC2)c(C(=O)Nc2ccc(OC)c(Cl)c2)c1 | -0.49 | -0.55 | 0.0
Cc1onc(-c2ccccc2)c1C(=O)N1CCN(Cc2ccc3c(c2)OCO3)CC1 | . | . | -20.0
Cc1ccc(CC2CC(=O)N(c3nc4ccccc4n3C)C2=O)cc1 (stereo not drawn) | 0.76 | 0.86 | 4.2
CCOc1ccc2nc(SCC(=O)Nc3cc4c(cc3C(C)=O)OCO4)[nH]c2c1 | -0.73 | -0.57 | 29.0
O=C(CCC1CCCC1)NCc1ccccn1 | 1.09 | 1.19 | .
Cn1c(=O)c2c(ncn2CC(=O)N2CCN(c3ccccc3F)CC2)n(C)c1=O | 1.76 | 0.56 | 64.7
CCNc1nc(NC(C)C)nc(N(n2cnnc2)S(=O)(=O)c2ccc(C)cc2)n1 | 0.6 | 0.05 | 37.0
N/C(=N\OC(=O)Cc1ccccc1[N+](=O)[O-])c1ccc(Br)cc1 | . | . | 7.7
CCOC(=O)C(NC(=O)c1ccccc1Cl)(Nc1sc2c(c1C(N)=O)CCC2)C(F)(F)F (stereo not drawn) | -0.44 | -1.01 | .
Brc1ccccc1Cn1c(-c2cncs2)nc2ccccc21 | -2.26 | -1.21 | .

Source: PubChem BioAssay (several laboratories)
